DAX1 inh-1: DAX1 (NR0B1) inhibitors on StAR promoter, primary screen, cell-based, luminescence, SF-1 (NR5A1), full-length DAX-1 | AID 652010, 2013 | 370,000 tested, 1.1% active | inhibition, % at 6.8 µM | HEK293T StAR-luciferase reporter, SF-1/DAX-1 repression relief;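 active means inhibition above the mean over all tested compounds plus 3 SD, cut at about 3.6% in these data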;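 further: 0% = DAX-1 cells with DMSO and 100% = cells lacking DAX-1 with DMSO; higher inhibition means more luminescence from relief of DAX-1 repression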
ADAM10 inh: human ADAM10 inhibitors, primary screen, biochemical, QFRET, HTS. Disintegrin and metalloproteinase domain-containing protein 10 (Homo sapiens), O14672. recombinant ADAM10, EDANS/DABCYL FRET peptide cleavage, 3 h. inhibition, % at 7 µM. 370,000 tested, 0.62% active;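 active means inhibition above a per-campaign cutoff equal to the mean of compounds falling between control-based bounds plus 3 SD, cut at about 20% in these data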;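 further: 0% = DMSO wells while the 100% control is not disclosed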
ssDAF12 agonist: S. stercoralis DAF-12 nuclear receptor activators, primary screen, cell-based, luminescence, HEK293, GRIP1 co-expression, lit1-tk-luc. 370,000 tested, 1% active. Nuclear hormone receptor DAF-12 (Strongyloides stercoralis). AID 652126, 2013. HEK293 ssDAF-12/GRIP1 lit1-tk-luc reporter; % of 3 µM dafachronic acid response. activation, % at 6.8 µM;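 active means activation above the mean over all tested compounds plus 3 SD, cut at about 0.9% in these data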;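 further: 0% = DMSO-only wells and 100% = 3 µM delta7-dafachronic acid wells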
hgDAF-12 ag: H. glycines DAF-12 receptor agonists, primary screen, cell-based, luminescence, HEK293, GAL4 fusion, UAS-luciferase; activation, % at 6.8 µM; 370,000 tested, 1.8% active; HEK293 GAL4-hgDAF12 UAS-luciferase reporter, agonist luminescence; normalized to butyrate control;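 active means activation above a cutoff set at the mean of all screened compounds plus 3 SD, cut at about 10% in these data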;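 further: 0% = DMSO wells and 100% = sodium butyrate wells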
GC-A act: GC-A stimulated cGMP production enhancers – HEK293 GC-A cells, cGMP TR-FRET, EC30 ANP, primary screen. Atrial natriuretic peptide receptor 1 (Homo sapiens), P16066. 0% at EC30 ANP, 100% saturating ANP. activation, % at 10 µM. 370,000 tested, 0.14% active. AID 1671463, 2021; in the data active means activation above about 40%
sPLA2-III inh: human group III sPLA2 inhibitors, primary screen, biochemical, QFRET, BODIPY PC-A2 liposome substrate; inhibition, % at 12.2 µM; 370,000 tested, 0.56% active; QFRET BODIPY PC-A2 liposome hydrolysis, fluorescence; AID 743126, 2013; Group 3 secretory phospholipase A2 (Homo sapiens), Q9NZ20;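 active means inhibition above mean plus 3 SD of compounds lying within the high and low control bounds, cut at about 19% in these data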;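 further: 0% = median of test compound wells and 100% = no enzyme DMSO wells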
Target sequence (Q9NZ20 whole entry, looked up): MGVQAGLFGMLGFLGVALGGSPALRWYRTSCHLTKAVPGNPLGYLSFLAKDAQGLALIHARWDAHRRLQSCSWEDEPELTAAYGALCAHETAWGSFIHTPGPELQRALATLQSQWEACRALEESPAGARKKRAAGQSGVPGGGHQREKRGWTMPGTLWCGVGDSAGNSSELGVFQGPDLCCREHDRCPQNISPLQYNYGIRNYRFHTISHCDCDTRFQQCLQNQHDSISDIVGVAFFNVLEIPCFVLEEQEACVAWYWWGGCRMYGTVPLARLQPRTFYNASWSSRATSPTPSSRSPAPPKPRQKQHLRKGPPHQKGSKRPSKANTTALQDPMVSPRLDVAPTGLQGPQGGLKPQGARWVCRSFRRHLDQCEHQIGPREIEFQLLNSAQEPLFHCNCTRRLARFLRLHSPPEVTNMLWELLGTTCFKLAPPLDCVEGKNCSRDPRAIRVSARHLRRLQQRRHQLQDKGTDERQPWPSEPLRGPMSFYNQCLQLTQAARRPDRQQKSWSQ
NPR2 activator: human GC-B receptor activators, primary screen, HEK293 GC-B cells, cGMP TR-FRET, EC30 CNP; 0% at EC30 CNP, 100% saturating CNP; 370,000 tested, 0.11% active; activation, % at 10 µM; AID 1920062, 2024;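 active means activation at 10 µM reaching about 35% in either raw or pattern-adjusted values, limit read from the data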
DAX1 inh-2: DAX1 (NR0B1) inhibitors, primary screen, cell-based, HEK293, Gal4-DAX1, luciferase luminescence; HEK293 Gal4-DAX1 luciferase reporter; 340,000 tested, 0.99% active; AID 504766, 2011; Nuclear receptor subfamily 0 group B member 1 (Homo sapiens), P51843; inhibition, % at 6.75 µM;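 active means inhibition above the mean over all tested compounds plus 3 SD, cut at about 4.2% in these data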;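 further: 0% = DAX1-transfected cells with DMSO and 100% = empty-vector control cells with DMSO; inhibition shows as a rise in luminescence from relieved DAX1 repression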
Target sequence (P51843 207-470 limits assumed): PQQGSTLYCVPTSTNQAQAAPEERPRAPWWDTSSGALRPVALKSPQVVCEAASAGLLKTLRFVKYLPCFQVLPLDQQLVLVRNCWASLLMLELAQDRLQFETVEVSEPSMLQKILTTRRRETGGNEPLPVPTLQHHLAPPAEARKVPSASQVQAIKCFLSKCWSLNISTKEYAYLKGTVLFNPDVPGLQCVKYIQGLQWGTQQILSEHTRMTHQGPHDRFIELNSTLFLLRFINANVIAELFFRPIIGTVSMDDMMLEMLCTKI
hcDAF-12 act: H. contortus DAF-12 nuclear receptor activators, primary screen, cell-based, luminescence, HEK293, lit1-tk-luc reporter; 370,000 tested, 1.4% active; HEK293 hcDAF-12 lit1-tk-luc reporter; 0% DMSO, 100% Δ7-dafachronic acid; activation, % at 6.8 µM;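 active means activation above the mean of all tested compounds plus 3 SD, cut at about 5.5% in these data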;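 further: 100% = response to 3 µM Δ7-dafachronic acid high control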
SMARCA2 act: SMARCA2 (BRM) function activators, primary screen, cell-based, luminescence, high throughput | MG213 cells, MMTV-luciferase reporter, dexamethasone, overnight | activation, % at 9.1 µM | 370,000 tested, 1% active | AID 652017, 2013; in the data active means activation above about 7.8%;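 further: 0% = vehicle wells and 100% = reference activator wells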
FXN GAA850 act: FXN promoter activators, primary screen, cell-based, luciferase luminescence, HEK293 lucGAA850 | activation, % at 6 µM | HEK293 lucGAA850 FXN promoter luciferase reporter, 24 h; percent of 10 µM SAHA response | 360,000 tested, 0.56% active | AID 540364, 2011;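 active means activation above the average of all compounds screened plus 3 SD, cutoff fixed separately per campaign, cut at about 7.5% in these data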;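 further: 0% = DMSO wells and 100% = 10 µM SAHA wells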
Numbers without * were called inactive; i = inactive; . = not tested or not shown.

Fields: DAX1 inh-1	ADAM10 inh	ssDAF12 agonist	hgDAF-12 ag	GC-A act	sPLA2-III inh	NPR2 activator	DAX1 inh-2	hcDAF-12 act	SMARCA2 act	FXN GAA850 act
1. Cc1cc(N2C(=O)C(O)=C(C(=O)c3ccco3)C2c2cccc(Cl)c2)no1 (stereo not given)
 : -0.1	-4	-1.3	-4.8	3	-1	1	0.6	1.8	-3	-2.0
2. CCOCCCNC(=O)C(NC(=O)Cc1cccs1)c1ccc(C)cc1 (stereo not given)
 : 1.8	-1	-1.3	1.2	0	1	-2	0.1	-1.4	0	-0.6
3. CSc1nc(Sc2cccc(Cl)c2)c2ccccc2n1
 : 0.6	8	-0.9	-1.1	-4	6	1	1.1	0.8	-1	-0.7
4. Cc1c(C(=O)Oc2cccc3cccnc23)oc2ccccc12
 : 0.1	-1	-0.1	-0.3	-3	3	-2	-0.3	3.2	0	0.3
5. Cc1cc(NC(=O)CCCn2cc([N+](=O)[O-])cn2)n(Cc2ccc(F)cc2)n1
 : -0.6	1	-1.7	-2.1	-3	0	-1	0.4	-0.3	-1	1.7
6. COc1ccc(NC(=O)c2nnn(CC(=O)Nc3ccc4c(c3)OCO4)c2N)c(OC)c1
 : 0.2	-10	-0.5	5.6	-2	5	0	0.4	-0.8	0	2.3
7. COc1ccc(CN(CC#Cc2ccccc2)Cc2ccccc2)c(OC)c1
 : -1.0	-1	-1.4	1.6	0	-6	0	.	2.4	-4	.
8. O=C(NNC(=O)[C@@H]1CCCC[C@@H]1C(=O)O)Nc1ccccc1
 : -0.3	2	-0.6	2.9	-4	-2	1	1.7	-0.4	3	2.3
9. C(COC1CC2CC1C1C2CC2OC21)OC1CC2CC1C1C2CC2OC21 (stereo not given)
 : -0.6	-2	-1.1	1.6	0	-5	6	-0.7	-1.4	-1	-0.2
10. COc1cccc(S(=O)(=O)c2nc(C)c3c(n2)CCC3)c1
 : -2.0	-6	-2.7	-11	0	5	3	-3.3	-3.7	-7	-1.0
11. CN(C(=O)CSc1nnc(-c2ccc(F)cc2)c2ccccc12)C1CCS(=O)(=O)C1 (stereo not given)
 : -0.8	-1	-1.5	-1.6	-5	0	-7	-1.2	-2.6	1	3.4
12. Cc1ccc(NCCCn2ccc(NC(=O)OCc3ccccc3)nc2=O)cc1C
 : -2.5	-2	-0.6	-1.5	-3	0	0	-2.2	-2.2	-4	1.4
13. Cc1ccc(Cl)c(NC(=O)CN2CCNC(=O)C2)c1Cl
 : 0.4	0	-1.5	1.1	1	3	-4	0.7	-0.6	0	3.3
14. O=C(Cn1ccc(NC(=O)OCc2ccccc2)nc1=O)NCCc1c[nH]c2ccccc12
 : -0.5	0	-1.0	-1.1	-2	-46	0	0.5	0.5	0	-0.3
15. CN(C)Cc1ccc(CNC(=O)c2ccc(Cl)c(S(=O)(=O)NC3CC3)c2)cc1
 : 2.0	-6	-1.5	0.0	-5	-6	5	0.3	0.0	9.0*	1.1
16. CCCCNC(=S)Nc1ccc(Cl)cc1
 : 0.6	7	-1.0	3.2	2	11	-8	0.0	-0.1	-2	0.5
17. Cc1ccc(N(C)C(=O)N2CCN(S(=O)(=O)c3ccc(C)c(C)c3)CC2)cc1
 : -0.8	6	-1.3	-0.3	-18	-11	-12	1.0	-2.2	-3	-1.1
18. CC1(C)Cc2ccccc2C(N/N=C/c2ccc(Cl)cc2)=N1
 : -1.4	-1	-1.8	0.2	1	0	-3	-1.3	-1.7	-2	-0.9
19. CN(c1ccc(OCC(=O)NC2CCC(O)CC2)cc1)S(=O)(=O)c1ccc(Cl)cc1 (stereo not given)
 : -0.1	-3	-1.2	-0.4	1	-1	-1	-0.8	-1.0	3	-2.0
20. O=C(COc1cccnc1[N+](=O)[O-])NCc1ccccc1
 : -0.1	-4	-1.6	2.0	3	8	-2	0.5	0.3	-3	2.7
21. CCc1cc2c(=O)nc3n(c2s1)Cc1ccccc1/C3=C(/O)c1ccc(F)cc1
 : -0.2	-69	-0.5	0.3	-2	9	4	-0.3	-1.2	1	1.4
22. O=C(Nc1ccccc1OC(=O)c1ccc(Cl)cc1)c1ccc(Cl)cc1
 : 0.7	-2	0.6	9.0	-3	-7	0	2.6	5.5	2	4.0
23. CCNS(=O)(=O)c1ccc2c(c1)NCC2
 : -0.3	1	1.7*	-3.2	2	-2	4	-0.2	-1.6	-1	3.3
24. Cc1cc(C)cc(Cn2c3ccc(NC(=S)NC4CCCCC4)cc3c(=O)n2C)c1
 : -1.9	i	-0.8	-2.0	4	6	3	.	-2.3	-5	-1.9
25. C=CCNCc1ccccc1[N+](=O)[O-]
 : 0.1	0	-0.3	-0.5	4	3	5	1.1	0.8	0	-0.4
26. CCOC(=O)c1sc(N(Cc2ccccc2)C(=O)CCl)nc1C
 : -0.1	-2	-1.4	1.8	-13	-8	-3	-0.8	-1.9	-5	3.1
27. COc1cc(OC)c(/C=N/N2CCN(c3ccccc3OC)CC2)c(OC)c1
 : 0.6	-6	-1.1	2.8	-5	4	-3	2.6	0.1	6	2.6
28. CC(Sc1cccc[n+]1[O-])c1ccccc1 (stereo not given)
 : -0.3	10	-1.4	0.7	-6	7	-5	1.2	-0.5	-2	0.2
29. CCOC(=O)N1CCN(CC(O)COc2ccc(C)cc2C(C)(C)C)CC1 (stereo not given)
 : 0.5	3	-1.1	3.4	0	-13	2	-1.4	-3.1	-4	1.9
30. N#Cc1ccc(C(=O)Nc2cc(S(=O)(=O)N3CCCC3)ccc2OCC(F)(F)F)cc1
 : -0.1	-8	-1.6	-1.7	0	-6	-5	-0.2	-1.9	-1	-2.5
31. O=C(COc1ccccc1)NCC(=O)NC1=NCCS1
 : -0.6	2	-0.5	-0.9	3	1	-1	1.1	0.0	1	0.8
32. O=C(OC12CCCN(C1)/C(=C/c1cccc(Cl)c1)C2)c1cccc(F)c1 (stereo not given)
 : 0.3	4	-1.4	-1.5	-1	3	-4	.	-2.5	2	.
33. COc1ccc(CCNC(=O)c2c(O)c3cccc4c3n(c2=O)CC4)cc1
 : 0.7	-4	-0.4	0.1	1	10	-2	1.8	0.5	2	0.5
34. CC(C)COc1ccc(C(=O)N/C(=C\c2cccc([N+](=O)[O-])c2)C(=O)OC(C)C)cc1
 : -0.1	1	-1.0	3.4	0	-6	0	-0.1	1.0	2	-2.3
35. O=C(Nc1ccccc1[N+](=O)[O-])c1cc(S(=O)(=O)N2CCOCC2)cs1
 : -2.3	-4	-1.1	-1.9	-1	-1	2	0.5	-1.0	-1	-1.4
36. CCc1c(C)sc(NC(=O)C2CCCO2)c1C#N (stereo not given)
 : 0.7	-7	-0.6	3.1	0	-2	-3	0.7	2.0	-2	4.4
37. Cc1cccc(C2=CC(=O)CC(C)(C)C2=O)c1
 : 2.0	2	-1.1	0.6	-3	-3	1	.	-0.4	-1	.
38. N#Cc1cn(-c2cccc(C(F)(F)F)c2)c(=O)[nH]c1=O
 : -0.5	6	-0.9	-0.2	0	0	2	1.7	1.1	-3	1.0
39. COC(=O)c1ccc(NC(=S)NCCc2ccccc2C)cc1
 : 0.3	17	-1.4	1.7	4	-21	7	-1.1	-1.5	-3	1.7
40. COc1cccc(N(CC(=O)NC2CCCC2)C(=O)CCC(=O)Nc2nccs2)c1
 : -0.2	-1	-0.8	0.3	-1	6	0	-0.3	-0.5	4	-1.2

Down the list, quoted from above.
FXN GAA850 act, entries 21 to 24: 1.4, 4.0, 3.3, -1.9
SMARCA2 act, entries 21 to 24: 1, 2, -1, -5

Continued.
Fields: DAX1 inh-1	ADAM10 inh	ssDAF12 agonist	hgDAF-12 ag	GC-A act	sPLA2-III inh	NPR2 activator	DAX1 inh-2	hcDAF-12 act	SMARCA2 act	FXN GAA850 act
41. Cc1ccc(C)c(S(=O)(=O)c2c(N)n(/N=C/c3ccco3)c3nc4ccccc4nc23)c1
 : 0.0	-438	-1.9	-1.1	-19	-10	-6	-0.3	-3.1	-1	0.8
42. Cc1csc(Nc2ccccc2C(F)(F)F)n1
 : -0.5	-6	-1.0	1.1	4	5	1	0.3	-0.7	0	2.5
43. COc1ccccc1C(=O)NNS(=O)(=O)c1ccc(F)cc1
 : 0.2	0	0.4	-0.1	-2	-7	-2	-0.2	5.5	-2	0.8
44. Cc1ccc(/C=N/NC(=O)Cn2cnc3c2c(=O)n(C)c(=O)n3C)s1
 : 0.2	3	-1.0	-1.6	-2	14	4	1.0	1.5	-3	-0.6
45. CCc1cc2c(nc1CC)CCCN2CCOC
 : -1.0	-358	-1.3	0.4	4	-1	12	.	-0.6	2	.
46. c1cc(-c2n[nH]c(-c3ccncc3)n2)ccn1
 : 0.1	6	-1.0	1.8	0	3	0	-0.3	-2.1	-3	0.1
47. O=C(NNC(=O)c1cccs1)c1ccccc1
 : 0.6	3	-0.7	3.1	5	2	1	-1.4	1.0	3	1.4
48. CC(C)(C)NC(=O)NC(=O)CSc1ncccn1
 : 0.2	1	-0.7	1.7	-3	2	3	3.5	0.3	-3	0.0
